# VEEV TC-83 Vero: inhibitors of VEEV TC-83 cytopathic effect, confirmation, Vero cells (AID 588727); inhibition, % at 20 µM; hits with a dose series show IC50 in µM; 350,000 compounds, 0.13% hits; Vero cells, VEEV TC-83 cytopathic effect inhibition; higher % means a stronger effect; in the data active = a potency from the dose series; inconclusive = inhibition mostly from about 14% at the one dose, without a potency; inactive = the rest, 99 in 100 with inhibition below about 12%; note: strong numbers were not always called active
# H37Rv inhibition: M. tuberculosis growth inhibition, HTS (AID 449762). 330,000 compounds, 0.59% hits. M. tuberculosis H37Rv growth inhibition, 7H9 media; higher % means a stronger effect. inhibition, % at 25 µM; hits with a dose series show IC50 in µM; in the data active = a potency from the dose series; inconclusive = inhibition above about 70% without an active follow-up result;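 note: bacterial growth assessed after seven days of incubation; strong numbers were not always called active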
# Salmonella PhoP GFP: PhoP regulon inhibitors, Salmonella typhi PhoP promoter GFP reporter, confirmatory (AID 1850) | one-dose inhibition, % at 50 µM; IC50 in µM for titrated hits | Salmonella Typhi PhoP-promoter GFP reporter, fluorescence, 4 h; higher % means a stronger effect | 310,000 compounds, 0.33% hits; in the data active = a potency from the dose series; inconclusive = inhibition mostly from about 25% at the one dose, without a potency; inactive = the rest, 99 in 100 with inhibition below about 19%;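 note: 0% = induced wells with vehicle and 100% = uninduced wells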
# H1N1 NS1A inhibition: H1N1 influenza NS1A inhibitors, functional cell based assay (AID 504329); NS1A functional cell-based assay, percent inhibition; higher % means a stronger effect; inhibition, % at 12.5 µM, or IC50 in µM where a hit was titrated; 340,000 compounds, 0.3% hits; in the data active = a potency from the dose series; inconclusive = inhibition above about 27% without an active follow-up result; note: strong numbers were not always called active
# M. tuberculosis: growth inhibition of non-replicating M. tuberculosis (AID 488890); Mycobacterium tuberculosis non-replicating, growth inhibition; higher % means a stronger effect; inhibition, % at 25 µM, or IC50 in µM where a hit was titrated; 320,000 compounds, 0.39% hits; in the data active = a potency from the dose series; inconclusive = inhibition mostly from about 82% at the one dose, without a potency; inactive = the rest, 99 in 100 with inhibition below about 76%;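 note: plate controls were DMSO cells for no effect and high antibiotic wells for full effect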
# VEEV TC-83 Vero 10K pilot screen: also measured in VEEV TC-83 Vero; calls as there; inhibition, %; measured here: 10K pilot screen inhibition
# Starred values were filed as active, the others as inactive; i = inactive; ? = inconclusive; . = no result given.
SMILES,VEEV TC-83 Vero,H37Rv inhibition,Salmonella PhoP GFP,H1N1 NS1A inhibition,M. tuberculosis,others
COc1ccc(S(=O)(=O)Nc2cc3c4c(c2)C(C)C(=O)N4CCC3)cc1OC (stereo not given),2.2%,31%,-2%,15%,-4%,
Cc1ccccc1NC(=O)CC1SC(=NC2CCCCC2)NC1=O (stereo not given),0.9%,-1%,8%,-3%,5%,
COCCNC(=O)c1ccc(-c2csc(C)n2)cc1,0.5%,-4%,5%,-3%,-7%,
CC1=NNC(=O)C1CCC(=O)N/N=C/c1c(Cl)cccc1Cl (stereo not given),0.5%,-3%,-5%,-5%,-1%,
O=C(CN1C(=O)COc2ccccc21)NCCN1CCC(Cc2ccccc2)CC1,i,1%,12%,2%,1%,
CC(C)NC(=O)CSCc1cccc(Br)c1,1.2%,4%,-3%,-5%,12%,
Cc1cc(C)cc(-n2nnc(C(=O)NCc3ccccc3Cl)c2N)c1,7.4%,-6%,1%,-4%,-2%,
CCOc1cc(/C=N/NC(=O)C(OC)c2ccccc2)ccc1O (stereo not given),i,-6%,-3%,-9%,30%,
O=C(CCC(=O)c1ccccc1)NCCc1c[nH]c2ccccc12,i,-10%,-8%,17%,10%,
COc1ccc(CCNC(=O)C2CCCN2S(=O)(=O)c2ccc(F)cc2)cc1OC (stereo not given),0.2%,0%,9%,6%,-3%,
Cc1cc2c(cc1S(=O)(=O)N1CCN(c3ccccc3)CC1)OCC(=O)N2,0.5%,-6%,-8%,28%,-23%,VEEV TC-83 Vero 10K pilot screen=0.1
Cc1ccc(-c2n[nH]c(=O)c3ccccc23)c(C)c1,0.4%,7%,-10%,-1%,34%,
COc1ccc(S(=O)(=O)N2CCOCC2)cc1C(=O)N1CCCCC1,0.2%,-1%,-12%,-5%,-9%,
Cc1ccc(-n2ccnc2SCC(=O)N(CC(C)C)C2CCS(=O)(=O)C2)c(C)c1 (stereo not given),5.4%,-2%,-8%,-8%,6%,
O=C(NCCCNCCCNC(=O)c1ccc(/C=N/O)nc1)c1ccc(/C=N/O)nc1,0.1%,13%,7%,24%,6%,
Cc1nc(/C(N)=N/OC(=O)Cc2ccccc2)no1,1.6%,-8%,3%,-2%,2%,
Cc1ccc(Cn2cccc2/C=N/NC(=S)Nc2ccc(C)cc2)cc1,1.6%,6%,10%,15%,-21%,
Cc1ccc(C)c(C(=O)Nc2c(C(N)=O)oc3ccccc23)c1,3.2%,-2%,3%,-4%,.,
CC(C)CCC(CCN1CCOCC1)c1ccc2c(c1)OCO2 (stereo not given),i,11%,14%,-3%,4%,
NC(=O)CN1C(=O)C(=O)N(Cc2cccc(Cl)c2)C1=O,0.4%,9%,-4%,1%,-7%,
Nc1nc(-c2ccccc2)c(C(=O)Nc2ccccc2)s1,0.5%,0%,0%,-8%,15%,
Cc1ccc(N=C2NC(=O)/C(=C\c3ccc(C)s3)S2)cc1,2.4%,48%,1%,-7%,3%,
O=S(=O)(Nc1cccnc1)c1ccc(Cl)c(C(F)(F)F)c1,2.7%,3%,-4%,-3%,14%,
Cc1c(C(=O)O)sc2nc(SCC(=O)Nc3ccc(S(=O)(=O)NC(C)(C)C)cc3)[nH]c(=O)c12,0.5%,6%,7%,-8%,16%,

# Arranged by number of heavy atoms (lowest first): some entries from above.
SMILES,VEEV TC-83 Vero,H37Rv inhibition,Salmonella PhoP GFP,H1N1 NS1A inhibition,M. tuberculosis,others
Cc1nc(/C(N)=N/OC(=O)Cc2ccccc2)no1,1.6%,-8%,3%,-2%,2%,
NC(=O)CN1C(=O)C(=O)N(Cc2cccc(Cl)c2)C1=O,0.4%,9%,-4%,1%,-7%,
O=C(NCCCNCCCNC(=O)c1ccc(/C=N/O)nc1)c1ccc(/C=N/O)nc1,0.1%,13%,7%,24%,6%,

# Sorted by formula weight (lowest first): part of the list above.
SMILES,VEEV TC-83 Vero,H37Rv inhibition,Salmonella PhoP GFP,H1N1 NS1A inhibition,M. tuberculosis,others
Cc1ccc(-c2n[nH]c(=O)c3ccccc23)c(C)c1,0.4%,7%,-10%,-1%,34%,
Cc1nc(/C(N)=N/OC(=O)Cc2ccccc2)no1,1.6%,-8%,3%,-2%,2%,
COCCNC(=O)c1ccc(-c2csc(C)n2)cc1,0.5%,-4%,5%,-3%,-7%,
Nc1nc(-c2ccccc2)c(C(=O)Nc2ccccc2)s1,0.5%,0%,0%,-8%,15%,
NC(=O)CN1C(=O)C(=O)N(Cc2cccc(Cl)c2)C1=O,0.4%,9%,-4%,1%,-7%,
CC(C)NC(=O)CSCc1cccc(Br)c1,1.2%,4%,-3%,-5%,12%,
Cc1ccc(N=C2NC(=O)/C(=C\c3ccc(C)s3)S2)cc1,2.4%,48%,1%,-7%,3%,
CC(C)CCC(CCN1CCOCC1)c1ccc2c(c1)OCO2 (stereo not given),i,11%,14%,-3%,4%,
O=C(CCC(=O)c1ccccc1)NCCc1c[nH]c2ccccc12,i,-10%,-8%,17%,10%,
CCOc1cc(/C=N/NC(=O)C(OC)c2ccccc2)ccc1O (stereo not given),i,-6%,-3%,-9%,30%,
CC1=NNC(=O)C1CCC(=O)N/N=C/c1c(Cl)cccc1Cl (stereo not given),0.5%,-3%,-5%,-5%,-1%,
Cc1ccccc1NC(=O)CC1SC(=NC2CCCCC2)NC1=O (stereo not given),0.9%,-1%,8%,-3%,5%,
Cc1cc(C)cc(-n2nnc(C(=O)NCc3ccccc3Cl)c2N)c1,7.4%,-6%,1%,-4%,-2%,
Cc1ccc(Cn2cccc2/C=N/NC(=S)Nc2ccc(C)cc2)cc1,1.6%,6%,10%,15%,-21%,
COc1ccc(S(=O)(=O)N2CCOCC2)cc1C(=O)N1CCCCC1,0.2%,-1%,-12%,-5%,-9%,
Cc1cc2c(cc1S(=O)(=O)N1CCN(c3ccccc3)CC1)OCC(=O)N2,0.5%,-6%,-8%,28%,-23%,VEEV TC-83 Vero 10K pilot screen=0.1
COc1ccc(S(=O)(=O)Nc2cc3c4c(c2)C(C)C(=O)N4CCC3)cc1OC (stereo not given),2.2%,31%,-2%,15%,-4%,
O=C(CN1C(=O)COc2ccccc21)NCCN1CCC(Cc2ccccc2)CC1,i,1%,12%,2%,1%,
O=C(NCCCNCCCNC(=O)c1ccc(/C=N/O)nc1)c1ccc(/C=N/O)nc1,0.1%,13%,7%,24%,6%,
Cc1ccc(-n2ccnc2SCC(=O)N(CC(C)C)C2CCS(=O)(=O)C2)c(C)c1 (stereo not given),5.4%,-2%,-8%,-8%,6%,
COc1ccc(CCNC(=O)C2CCCN2S(=O)(=O)c2ccc(F)cc2)cc1OC (stereo not given),0.2%,0%,9%,6%,-3%,
Cc1c(C(=O)O)sc2nc(SCC(=O)Nc3ccc(S(=O)(=O)NC(C)(C)C)cc3)[nH]c(=O)c12,0.5%,6%,7%,-8%,16%,

# Following part:
SMILES,VEEV TC-83 Vero,H37Rv inhibition,Salmonella PhoP GFP,H1N1 NS1A inhibition,M. tuberculosis,others
CC1=NN(c2ccccc2)C(=O)C1N=Nc1ccccc1 (stereo not given),1.0%,20%,3%,-7%,12%,
CCCC1(C(=O)OC)NC(c2cc(OC)c(OC)c(OC)c2)C2C(=O)N(CC)C(=O)C21 (stereo not given),1.2%,-3%,-11%,-5%,-14%,
CC(=NCCC1=CCCCC1)c1c(O)n(-c2ccccc2)c(=O)[nH]c1=O,1.4%,5%,8%,.,31%,
O=C(Nc1ccccc1)c1nn(-c2cccc(C(F)(F)F)c2)ccc1=O,9.5%,4%,8%,-4%,0%,
O=[N+]([O-])c1ccc(C=NNC(=S)Nc2ccc(F)cc2)cc1,i,.,.,6%,.,
O=C(NCc1ccc(F)cc1)c1ccc(Cl)c(NC2=NC3CS(=O)(=O)CC3S2)c1 (stereo not given),1.4%,-2%,4%,-1%,8%,
O=[N+]([O-])c1ccc(/C=N/Nc2nc(N3CCOCC3)nc(N3CCOCC3)n2)cc1,0.1%,-3%,-8%,0%,4%,
O=C(CC1OC(=O)c2ccccc21)NNC(=O)c1ccc(F)cc1 (stereo not given),i,-1%,.,-6%,-14%,
C=CCNC(=O)c1cc(-c2cccnc2)nc2ccccc12,2.1%,-2%,-8%,-7%,-4%,
CC(C)(C)NC(=O)c1ccccc1-c1nc2ccccc2s1,2.7%,6%,-6%,-27%,31%,
Cc1cccc(C(=O)NC(=S)Nc2ccccc2C(F)(F)F)c1,1.6%,9%,5%,2%,54%,
C/C(NCc1cccnc1)=C(\C#N)C(=O)NCc1ccccc1,2.5%,-3%,6%,-14%,9%,
Cc1ccc(C)c(OCC(O)CNC2CCCC2)c1 (stereo not given),0.7%,2%,2%,-7%,8%,
CCc1ccccc1NC(=O)C(C)n1nc([N+](=O)[O-])c(Br)c1C (stereo not given),i,11%,-3%,-10%,11%,
O=S(=O)(NCCC1=CCCCC1)c1c(Cl)cccc1Cl,4.6%,1%,8%,5%,54%,
Cc1ccc(CNC(=O)c2ccc(S(=O)(=O)N3CCCCC3)cc2)cc1,1.2%,.,.,-4%,.,
Cc1nc([N+](=O)[O-])c(Sc2nc3ccccc3[nH]2)n1Cc1ccccc1,0.9%,5%,-3%,-6%,42%,VEEV TC-83 Vero 10K pilot screen=7.8
Cc1cccnc1NC(=O)CNC(=O)c1cccs1,i,-1%,2%,-17%,-7%,
O=C1C2C3C=CC(C3)C2C(=O)N1CN(Cc1ccccc1)CN1C(=O)C2C3C=CC(C3)C2C1=O (stereo not given),1.8%,-2%,18%,-11%,2%,
Cc1ccc(NC(=O)CCCN2C(=O)c3cccc4cccc(c34)C2=O)cc1,1.1%,-2%,-10%,4%,-9%,
CC(=O)Nc1ccccc1C(=O)C(=O)Nc1ccc(C)c(F)c1,0.2%,-4%,5%,-3%,3%,
O=C(CO/N=C/c1ccc(OC(F)F)cc1)NC1CCCC1,0.4%,5%,-18%,1%,62%,
c1ccc(-c2nc(-n3nc4ccccc4n3)nc3ccccc23)cc1,10%,2%,-2%,-6%,4%,
CC(C)CC(=O)Nc1ccc(N2CCOCC2)cc1,0.3%,2%,-6%,-22%,-12%,
CC1=CC=CN2CC(O)CN=C12 (stereo not given),0.6%,-5%,-1%,-16%,-5%,
Cc1ccc(-c2nc(NC(=O)c3nn(C)cc3[N+](=O)[O-])sc2C)cc1,2.3%,1%,0%,10%,18%,
Cc1ccccc1/C=C1\Sc2ccc(C(=O)N3CCN(c4ccccn4)CC3)cc2N(C)C1=O,11%,-2%,-12%,6%,10%,
COc1ccc(-c2cc(C(=O)OCC(=O)N3CCCC3)c3ccccc3n2)cc1,0.7%,?,-4%,4%,-2%,
NC(=O)c1cc(C(=O)c2ccccc2Cl)c[nH]1,0.6%,4%,17%,0%,-18%,VEEV TC-83 Vero 10K pilot screen=1.2
Cc1cccc(OC(C)C(=O)NCc2ccc(S(N)(=O)=O)cc2)c1 (stereo not given),1.9%,-5%,0%,2%,27%,
CC(C)Cc1nnc(NC(=O)c2ccc([N+](=O)[O-])cc2)s1,9.6%,-6%,-4%,-9%,4%,
O=C(c1cc2ccccc2oc1=O)N(Cc1ccco1)Cc1cccs1,i,-3%,14%,0%,18%,
CCCCCCCC(=O)NNC(=O)CCC(=O)O,0.3%,-2%,-4%,-6%,-3%,
CS(=O)(=O)N(CC(=O)N1CCCC1)c1ccc(Cl)c(Cl)c1,i,4%,-17%,-5%,2%,
CC(=O)CC(=O)C1C(=O)N(C)C(=O)N(C)C1=O,0.2%,8%,-15%,-3%,1%,
CCNC(=S)N1CCc2ccccc2C1,2.8%,-3%,-5%,.,-5%,
CC(NC(=O)c1ccccc1F)c1nnc(SCC(=O)Nc2nccs2)n1C (stereo not given),1.7%,2%,11%,-13%,-3%,
COc1ccc(S(=O)(=O)O/N=C2\CCSc3ccc(C)cc32)cc1,2.6%,8%,-3%,1%,8%,VEEV TC-83 Vero 10K pilot screen=1.4
CCOc1ccc(N=C(NN)c2ccc3ccccc3n2)cc1,7.7%,?,-5%,-2%,46%,
CCOC(=O)Cn1c(=O)oc2cc(S(=O)(=O)Nc3cccc(C)c3)ccc21,4.6%,3%,-13%,29%,.,
CCOc1c(Br)cc(Br)cc1/C=C1\SC(N)=NC1=O,0.6%,1%,0%,-3%,-9%,
CC1CCN(c2nc(-c3ccccc3O)nc3ccccc23)CC1,i,-12%,6%,-1%,11%,
COc1ccc(Nc2cc(Nc3cccc(OC)c3)ncn2)cc1,7.6%,1%,0%,6%,11%,
CCOCCCNC(=O)C(NC(=O)Cc1cccs1)c1ccccc1 (stereo not given),i,7%,12%,0%,-11%,
O=C(CCCc1ccccc1)NCCc1cnc[nH]1,0.3%,27%,-7%,-2%,-17%,
COc1ccc2nc(-c3ccccc3)cc(C(=O)OCC(=O)N3CCCCC3)c2c1,7.0%,27%,.,-18%,-9%,

# Bioassay records from PubChem.
